RGS4-Gao reg: human RGS4-Galphao interaction regulation. Multiplexed bead flow cytometry, RGS4-Galphao binding; actives lie on both sides. binding response (% of control), % at 10 µM. hit rate 0.33% among 220,000; in the data active = binding response below about 49% or above about 150%; inactive = in between;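 also: fluorescent Galphao activated with aluminum fluoride binding bead-coupled RGS4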
Target sequence (P09471 whole entry, looked up): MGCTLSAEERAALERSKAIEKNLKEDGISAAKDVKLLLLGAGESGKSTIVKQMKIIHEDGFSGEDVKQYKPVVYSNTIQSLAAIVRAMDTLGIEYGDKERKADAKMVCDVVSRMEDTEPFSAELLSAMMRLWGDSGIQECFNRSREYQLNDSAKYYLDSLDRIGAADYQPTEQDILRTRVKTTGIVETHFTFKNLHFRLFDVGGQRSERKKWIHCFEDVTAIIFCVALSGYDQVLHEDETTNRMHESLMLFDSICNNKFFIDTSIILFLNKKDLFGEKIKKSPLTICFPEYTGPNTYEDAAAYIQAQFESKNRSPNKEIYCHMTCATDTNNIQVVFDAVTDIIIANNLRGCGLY
Bcl-B Bim block: human Bim-Bcl-B interaction inhibition. Q9HD36. bead-based flow cytometry, Bim peptide-Bcl-B binding. hit rate 0.073% among 190,000. inhibition, % at 10 µM;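 also: 0% = tracer peptide without compound and 100% = reference inhibitor peptide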
Target sequence (Q9HD36 whole entry, looked up): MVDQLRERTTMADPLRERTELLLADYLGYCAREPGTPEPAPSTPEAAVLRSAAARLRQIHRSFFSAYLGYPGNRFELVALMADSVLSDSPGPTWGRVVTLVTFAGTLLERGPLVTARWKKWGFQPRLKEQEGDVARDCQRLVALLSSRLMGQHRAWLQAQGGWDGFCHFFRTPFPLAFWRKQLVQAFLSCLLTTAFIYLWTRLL
Bim-Bcl-2: human Bim-Bcl-2 interaction inhibition. hit rate 0.06% among 190,000. Bead-based flow cytometry, Bim peptide-Bcl-2 binding. inhibition, % at 10 µM. AID 950. P10415; in the data active = inhibition above about 40%; inconclusive = no clear call, values can overlap the other calls;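 also: 0% = no compound wells with probe peptide and 100% = reference peptide inhibitor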
ABCG2 block: human ABCG2 inhibition, ABCB1 as counter-screen; IgMXP3 cells, JC-1 efflux, flow cytometry; inhibition, % at 6.6 µM; hit rate 0.1% among 190,000;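 active = inhibition above 80%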;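 also: 0% = DMSO and 100% = nicardipine control wells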
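Test system: IgMXP3 (ABCG2) plus far-red-tagged CCRF-Adr (ABCB1) cells. Reagent: JC-1 dye as substrate. Timing: 10 min exposure at 25 °C with rotation, no wash. Measured by: flow cytometric JC-1 green MFI at 530 nm. Read-out: percent efflux inhibition, scaled nicardipine 100% to DMSO 0%. Control set: nicardipine and DMSO wells.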
Bcl-XL Bim block: inhibitors of Bim-Bcl-XL interaction, human. Q07817. Bim peptide-Bcl-XL binding, bead flow cytometry, fluorescence. inhibition, % at 10 µM. hit rate 0.04% among 190,000. AID 1007
Bim-Mcl-1: human Bim-Mcl-1 interaction inhibition; hit rate 0.1% among 190,000; Q07820; AID 1009; Bead-based flow cytometry, Bim peptide-Mcl-1 binding; inhibition, % at 10 µM;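 also: 0% = no compound tracer wells and 100% = peptide blocker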
Target sequence (Q07820 whole entry, looked up): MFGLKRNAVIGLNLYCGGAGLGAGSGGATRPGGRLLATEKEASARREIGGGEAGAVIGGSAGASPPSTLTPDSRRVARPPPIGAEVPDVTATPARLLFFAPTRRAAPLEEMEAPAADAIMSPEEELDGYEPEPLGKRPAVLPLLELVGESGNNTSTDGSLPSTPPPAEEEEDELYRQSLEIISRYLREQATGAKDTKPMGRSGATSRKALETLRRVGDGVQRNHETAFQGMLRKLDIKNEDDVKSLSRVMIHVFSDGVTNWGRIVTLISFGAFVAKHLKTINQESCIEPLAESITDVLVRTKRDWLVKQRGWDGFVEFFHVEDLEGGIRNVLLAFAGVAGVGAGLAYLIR
ABCB1 inh: human ABCB1 inhibition, ABCG2 as counter-screen; inhibition, % at 6.6 µM; hit rate 0.067% among 190,000; P08183; CCRF-Adr cells, JC-1 efflux, flow cytometry; AID 1326; in the data active = inhibition above about 40%;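 also: 0% = vehicle and 100% = reference inhibitor; higher value means more JC-1 retained so stronger ABCB1 efflux block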
RGS7-Gao: human RGS7-Galphao interaction regulation; Multiplexed bead flow cytometry, RGS7-Galphao binding; actives lie on both sides; binding response (% of control), % at 10 µM; hit rate 0.35% among 220,000; AID 1439; in the data active = binding response below about 49% or above about 150%; inconclusive = no clear call, values can overlap the other calls; inactive = in between;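 also: fluorescent Galphao held in activated GDP-AlF4 state binding bead-coupled RGS7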
RGS8-Gao: human RGS8-Galphao interaction regulation | P09471 | AID 1423 | response (percent of control binding), % at 10 µM | hit rate 0.34% among 220,000 | multiplexed bead flow cytometry, RGS8-Galphao binding; actives lie on both sides; in the data active = response below about 60% or above about 140%; inactive = in between;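 also: Galphao activated as the GDP aluminium fluoride complex binding bead-coupled RGS8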
Bcl-W Bim block: human Bim-Bcl-W interaction inhibition; Q92843; bead-based flow cytometry, Bim peptide-Bcl-W binding; inhibition, % at 10 µM; hit rate 0.02% among 190,000;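 also: 0% = bound tracer without compound and 100% = peptide blocker; higher means less fluorescent Bim peptide bound to Bcl-W beads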
Bim-Bfl-1: disrupts Bim binding to human Bfl-1; Q16548; Bead-based flow cytometry, Bim-Bfl-1 binding inhibition; inhibition, % at 10 µM; hit rate 0.12% among 190,000;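 also: 0% = wells without compound plus tracer and 100% = blocker peptide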
* = called active by the depositor; ? = inconclusive. Rule as the data show it, unless noted: active = inhibition above about 40%.

No.	molecule	RGS4-Gao reg	Bcl-B Bim block	Bim-Bcl-2	ABCG2 block	Bcl-XL Bim block	Bim-Mcl-1	ABCB1 inh	RGS7-Gao	RGS8-Gao	Bcl-W Bim block	Bim-Bfl-1
1	O=S(=O)(NCC(c1cccnc1)N1CCN(c2ccccc2F)CC1)c1cccs1 (stereo not drawn)	103	-7	-7	4	-2	-3	4.0	101	101	3	-8
2	CCOC(=O)c1c(NC(=O)c2ccco2)sc2c1CCCCC2	101	-9	-5	5	-18	0	0.2	103	99	0	-9
3	O=C(NNS(=O)(=O)c1ccc2ccccc2c1)c1cccnc1	102	1	1	-3	0	1	-0.5	102	102	0	2
4	O=C1CC(N2CCN(c3ccccc3Cl)CC2)C(=O)N1c1ccccc1 (stereo not drawn)	100	-1	0	2	-4	0	0.4	100	99	-1	0
5	O=C1Nc2ccccc2C12Nc1ccccc1S2 (stereo not drawn)	95	-8	-1	1	0	-3	0.0	104	96	1	9
6	O=C(NCc1ccc(Cl)cc1)c1n[nH]c([N+](=O)[O-])c1Cl	105	-2	0	4	0	1	0.5	103	102	2	-2
7	Cc1cccc(NC(=O)C2CCCN(C(=O)Nc3ccccc3)C2)c1C (stereo not drawn)	97	-4	-2	0	-2	1	0.1	99	98	0	-9
8	CCOC(=O)C(=CNc1cc(C)nn1-c1ccccc1)C(=O)OCC	103	-8	-4	50	-8	-2	1.9	100	101	0	-16
9	Cc1ccc(NC(=O)C2CCCN(S(=O)(=O)c3c(C)noc3C)C2)nc1 (stereo not drawn)	99	-7	-12	14	-7	-4	1.1	97	100	-1	-17
10	O=S(=O)(NC1CCN(Cc2ccccc2)CC1)c1ccc2ccccc2c1	97	-4	-3	0	-1	-1	0.0	?	99	-1	-6
11	COCCn1c(SCC(=O)Nc2ccc(S(N)(=O)=O)cc2)nc2ccccc21	96	-8	-4	6	-1	0	0.4	96	98	1	-7
12	CC(=O)c1c(N2CCCCC2)nc(=S)n(Cc2ccccc2)c1C	91	-2	-2	-1	0	-1	-0.4	101	96	1	3
13	CO/N=C/C=C1/N(C)c2ccccc2C1(C)C	99	-2	-3	1	-5	-3	0.1	?	101	-6	-5
14	O=C(/C=C/c1ccccc1)NC(=S)Nc1ccc(N2CCOCC2)c(Cl)c1	101	-1	-6	1	-2	-2	-0.1	101	104	-2	-2
15	CCOc1ccc2[nH]c(C)c(CN3CCOCC3)c(=O)c2c1	99	-3	-3	1	-1	-2	0.2	100	104	-1	-3
16	CC(C)=CC(=O)Nc1nnc(-c2ccc(F)cc2)s1	107	-2	-2	1	-3	-2	0.3	125	102	-2	-1
17	O=c1oc2ccccc2c(Nc2ccccc2O)c1[N+](=O)[O-]	104	-4	-9	6	-5	-2	0.9	102	101	-2	-13
18	O=C1CN(C(=O)c2ccc(Br)o2)C(c2ccc(F)cc2)c2cc(F)ccc2N1 (stereo not drawn)	101	-2	5	13	-2	2	1.1	98	102	0	-2
19	Cn1cc([N+](=O)[O-])c(C(=O)NCc2ccco2)n1	99	-2	-1	1	0	1	0.5	103	97	1	-3
20	Cc1c(C(=O)OCC(=O)Nc2cccc(S(N)(=O)=O)c2)oc2c1ccc1ccccc12	94	-3	-6	-3	2	1	0.0	96	98	-1	-6
21	Cc1ccc(NC(=O)CN(C)Cc2ccc(Cl)cc2)cc1	88	-4	-3	6	0	-3	0.0	81	92	0	-3
22	O=C(Cc1ccc(F)cc1)c1ccc(O)cc1O	98	0	-3	1	0	-1	0.2	98	97	-1	-1
23	O=C(OCC1OC(n2ccc(=O)[nH]c2=O)C(O)C1OC(=O)c1ccccc1)c1ccccc1 (stereo not drawn)	102	-1	2	4	-3	-2	0.7	103	103	0	-1
24	COc1ccc(S(=O)(=O)Nc2cc(C(=O)NC3CCCCCC3)ccc2N2CCOCC2)cc1	100	-8	-8	14	-9	-1	3.7	100	100	-2	-16
25	COc1ccc(N(C)S(=O)(=O)c2cccc(C(=O)NCc3ccc4c(c3)OCO4)c2)cc1	99	-1	-1	4	0	0	1.3	102	99	0	-3
26	CCOCCCNC(=O)C(c1ccccc1)N(Cc1cccs1)C(=O)CNC(C)=O (stereo not drawn)	102	-5	-2	4	-4	-4	0.2	102	102	-1	-2
27	Cc1ccc2c(c1)C1CN(C)CCC1N2C(=O)Nc1ccc(Cl)cc1 (stereo not drawn)	91	-8	-7	2	-3	0	0.3	92	97	2	-9
28	CC1CCN(C(=O)CSc2nc3ccccc3[nH]2)CC1	101	-5	-2	2	-6	1	0.5	99	101	6	-12
29	c1cnc(-c2noc(CN3CCN(C4CCCC4)CC3)n2)cn1	102	-6	-6	2	-4	-1	0.7	104	103	0	-8
30	O=C(Cn1cnnn1)OCC(=O)c1ccc(Cl)s1	101	-1	-1	0	-1	0	0.0	106	99	0	0

Results in Bim-Mcl-1, Bcl-W Bim block and Bim-Bcl-2 (7 entries from above):
| entry | mol | Bim-Mcl-1 | Bcl-W Bim block | Bim-Bcl-2 |
| --- | --- | --- | --- | --- |
| 5 | O=C1Nc2ccccc2C12Nc1ccccc1S2 (stereo not drawn) | -3 | 1 | -1 |
| 6 | O=C(NCc1ccc(Cl)cc1)c1n[nH]c([N+](=O)[O-])c1Cl | 1 | 2 | 0 |
| 7 | Cc1cccc(NC(=O)C2CCCN(C(=O)Nc3ccccc3)C2)c1C (stereo not drawn) | 1 | 0 | -2 |
| 8 | CCOC(=O)C(=CNc1cc(C)nn1-c1ccccc1)C(=O)OCC | -2 | 0 | -4 |
| 9 | Cc1ccc(NC(=O)C2CCCN(S(=O)(=O)c3c(C)noc3C)C2)nc1 (stereo not drawn) | -4 | -1 | -12 |
| 10 | O=S(=O)(NC1CCN(Cc2ccccc2)CC1)c1ccc2ccccc2c1 | -1 | -1 | -3 |
| 11 | COCCn1c(SCC(=O)Nc2ccc(S(N)(=O)=O)cc2)nc2ccccc21 | 0 | 1 | -4 |

Next part
No.	molecule	RGS4-Gao reg	Bcl-B Bim block	Bim-Bcl-2	ABCG2 block	Bcl-XL Bim block	Bim-Mcl-1	ABCB1 inh	RGS7-Gao	RGS8-Gao	Bcl-W Bim block	Bim-Bfl-1
31	COc1cc2c(cc1OC)-c1cc(OCc3ccccc3Cl)nc(=O)n1CC2	96	1	1	6	1	0	2.0	97	100	4	1
32	C=CC[C@@H]1C=C[C@H](O/N=C/[C@@H](NS(=O)(=O)c2ccc(C)cc2)[C@H](C)/C=C/CC(=O)OC)[C@@H](CO)O1	100	-7	-2	-7	-5	-4	0.3	101	103	-5	-2
33	O=C(CCc1nc2ccccc2c(=O)[nH]1)OCc1ccc(Cl)cc1Cl	97	-2	1	2	-1	0	0.7	102	102	0	2
34	O=C(O)C1CCC(=O)N1Cc1ccccc1Cl (stereo not drawn)	104	-8	-11	2	-18	-2	0.2	102	107	0	-13
35	Cc1ccc(-c2nn(-c3ccccc3)cc2/C=N/NC(=O)c2ccc3c(c2)OCO3)cc1	105	-6	-11	0	3	0	0.2	104	104	1	-13
36	Fc1ccc(COc2ccc(Br)cc2CNCc2ccncc2)cc1	103	-5	-2	12	-3	-3	3.6	101	104	-1	0
37	Cc1ccc(-c2nn(-c3ccccc3)cc2/C=C/C(=O)O)o1	103	3	0	13	0	-1	0.4	?	100	-3	1
38	Cn1ccnc1Sc1ccc(/C=N/NC(=O)c2ccccc2O)cc1[N+](=O)[O-]	96	2	0	-10	2	2	-0.8	97	94	2	-1
39	CC(=O)c1cccc(CN2CCCC(CCC(=O)NCc3ccc(C)o3)C2)c1 (stereo not drawn)	101	-4	0	0	-2	-3	-0.3	105	100	-1	-7
40	Cc1nc2ccccc2c2c1C(=O)N(c1ccc(C(=O)O)cc1)C2=O	104	-6	0	3	1	-3	0.9	100	102	3	0
41	O=C(CSc1ccncc1)Nc1ccc(S(=O)(=O)Nc2nccs2)cc1	100	-2	-6	14	0	0	0.5	?	102	0	-6
42	O=c1[nH]c2ccc(S(=O)(=O)N3CCCCC3)cc2[nH]c1=O	95	-9	-1	3	-7	-4	0.1	105	98	-4	-2
43	Cn1c(=O)[nH]c(=O)c2c1nc(SCC(=O)Nc1ccccc1)n2Cc1ccccc1	101	-8	-8	2	-2	0	-1.7	102	102	2	-11

Copied from the list:
entry 40 – Bcl-B Bim block = -6
entry 39 – RGS7-Gao = 105
entry 43 – ABCG2 block = 2
entry 38 – Bcl-B Bim block = 2
entry 35 – Bim-Bfl-1 = -13

Profiles as entered above:
Shown for `CC(=O)c1cccc(CN2CCCC(CCC(=O)NCc3ccc(C)o3)C2)c1` (stereo not drawn) = RGS4-Gao reg = 101; Bcl-B Bim block = -4; Bim-Bcl-2 = 0; ABCG2 block = 0; Bcl-XL Bim block = -2; Bim-Mcl-1 = -3; ABCB1 inh = -0.3; RGS7-Gao = 105; RGS8-Gao = 100; Bcl-W Bim block = -1; Bim-Bfl-1 = -7
Shown for `Cc1nc2ccccc2c2c1C(=O)N(c1ccc(C(=O)O)cc1)C2=O` = RGS4-Gao reg = 104; Bcl-B Bim block = -6; Bim-Bcl-2 = 0; ABCG2 block = 3; Bcl-XL Bim block = 1; Bim-Mcl-1 = -3; ABCB1 inh = 0.9; RGS7-Gao = 100; RGS8-Gao = 102; Bcl-W Bim block = 3; Bim-Bfl-1 = 0
